Assay outcomes: PubChem, several laboratories
HUVEC tox TNFa – toxic to HUVEC cells under TNF alpha stimulation | HUVEC TNFalpha-stimulated, Hoechst cell count, imaging | cell count reduction, % at 2 µM | hit rate 0.17% among 93,000 | AID 848;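 active = cell count reduction exceeding the screen mean by over 5 SD, scaled to untreated wells per plate, cut at about 78% in these data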;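 note: cells counted after 24 h of TNF alpha exposure following the 1 h pretreatment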
Plk1 PBD FP – inhibitors of human Plk1 polo box domain binding; P53350; Plk1 PBD phosphopeptide binding, fluorescence polarization; inhibition, %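 (tested at about 20 µM)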; hit rate 0.13% among 97,000; AID 693; in the data active = inhibition above about 34%, passing the limit was not always enough
HUVEC tox IL1B – HUVEC cytotoxicity counter-screen, IL-1B stimulated | cell count reduction, % at 2 µM | HUVEC cell count loss, Hoechst imaging | hit rate 0.41% among 94,000;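 active = cell count reduction more than 3 SD above the screen-wide mean, cut at about 70% in these data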;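 note: normalized per plate to untreated control cells as the no-loss baseline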
PLK1 inh – blocks human PLK1 kinase activity; P53350; recombinant PLK1 kinase, TR-FRET peptide phosphorylation; inhibition, % at 10 µM; hit rate 0.53% among 97,000;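 active = inhibition of 50% or more in the single-concentration screen; inactive = inhibition below 50%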;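 note: 0% = DMSO max control and 100% = H-89 dihydrochloride min control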
F-actin modifier – alters cytoskeleton assembly in HUVEC cells; hit rate 0.18% among 91,000; inhibition, % at 2 µM; HUVEC TNFa F-actin phalloidin imaging, high content;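 active = inhibition above the batch mean plus 3 SD and confirmed as a hit by visual image inspection, cut at about 30% in these data, passing the limit was not always enough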; note: strong numbers were not always called active
VCAM1 TNFa inh – reduces TNF alpha induced VCAM1 expression in HUVEC; HUVEC TNFa-induced VCAM-1 immunofluorescence, high-content imaging; inhibition, % at 2 µM; hit rate 0.48% among 95,000; AID 802;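 active = inhibition above the batch mean plus 3 SD, with images confirmed as a hit by eye, cut at about 37% in these data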;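 note: 0% = TNF-stimulated DMSO wells and 100% = unstimulated control wells; not every result past the cut was called active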
sEH inhibitor – inhibitors of human soluble epoxide hydrolase; P34913; recombinant human sEH enzymatic activity assay; inhibition, % at 2 µM; hit rate 0.34% among 91,000; in the data active = inhibition above about 80%; note: values of inactives mirror those of a sister screen read the other way; many of its hits are not listed in these tables
E coli WT exp – blocks growth of wild type E. coli BW25113; AID 710; growth inhibition, % at 100 µM; OD600 absorbance; hit rate 0.15% among 98,000;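 active = growth inhibition above about 50% at one test dose, limit read from the data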;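 note: growth measured after 20 h incubation at 37 °C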
hDAT+cocaine – human DAT dopamine uptake with cocaine, either direction; hit rate 1.3% among 110,000; B-score at 10 µM; Q01959; LLC-PK1 hDAT cells, [14C]-dopamine uptake with cocaine IC80; actives deviate in either direction;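 active = Z score or B-score, a plate-position-corrected score, falls beyond the plate's 99.7% confidence bounds, in either direction; inactive = both scores lie inside the 99.7% bounds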;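 note: scored against the spread of the other compound wells on the same plate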
Target sequence (Q01959 whole entry, looked up): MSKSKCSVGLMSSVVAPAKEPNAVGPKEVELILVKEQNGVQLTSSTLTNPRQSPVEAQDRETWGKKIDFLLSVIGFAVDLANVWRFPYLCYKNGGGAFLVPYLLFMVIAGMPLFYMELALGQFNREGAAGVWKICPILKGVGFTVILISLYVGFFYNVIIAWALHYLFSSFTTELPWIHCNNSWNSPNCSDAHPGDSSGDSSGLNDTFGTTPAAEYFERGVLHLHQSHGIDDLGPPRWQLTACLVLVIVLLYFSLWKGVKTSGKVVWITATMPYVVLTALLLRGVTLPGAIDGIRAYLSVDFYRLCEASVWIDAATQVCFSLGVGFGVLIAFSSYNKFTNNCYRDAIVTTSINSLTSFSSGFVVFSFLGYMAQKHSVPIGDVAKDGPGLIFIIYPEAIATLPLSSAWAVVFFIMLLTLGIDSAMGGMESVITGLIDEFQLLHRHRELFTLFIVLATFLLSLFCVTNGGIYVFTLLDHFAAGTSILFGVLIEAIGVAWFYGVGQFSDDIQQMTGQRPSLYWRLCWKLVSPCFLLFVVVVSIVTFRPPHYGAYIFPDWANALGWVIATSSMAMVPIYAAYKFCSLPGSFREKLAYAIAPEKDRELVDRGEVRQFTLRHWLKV
Starred values were filed as active, the others as inactive; . = no result given.

The first four entries, to show the layout:
Each structure is followed by: HUVEC tox TNFa, Plk1 PBD FP, HUVEC tox IL1B, PLK1 inh, F-actin modifier, VCAM1 TNFa inh, sEH inhibitor, E coli WT exp, hDAT+cocaine
- Cc1c(N=Cc2c(O)n(CCc3ccc(F)cc3)c(=O)[nH]c2=O)c(=O)n(-c2ccccc2)n1C
→ -22, 0, -25, -3, 10, -4, 10, 7, -0.39
- CCOC(=O)c1c(C)n(Cc2ccc3c(c2)OCO3)c2ccc(O)cc12
→ -5, 1, -11, -3, -11, -19, 24, -7, 0.46
- CCC12CN3CCN(CC(C3)C1O)C2 (stereo not drawn)
→ -9, 2, -35, -6, -7, 21, 3, ., 0.5
- O=C(CCCOc1ccc(Cl)cc1Cl)N1CCC2(CC1)OCCO2
→ -5, 7, 85*, -16, 4, 16, 5, 5, -0.4

The whole of this part, previewed entries included:
Each structure is followed by: HUVEC tox TNFa, Plk1 PBD FP, HUVEC tox IL1B, PLK1 inh, F-actin modifier, VCAM1 TNFa inh, sEH inhibitor, E coli WT exp, hDAT+cocaine
- Cc1c(N=Cc2c(O)n(CCc3ccc(F)cc3)c(=O)[nH]c2=O)c(=O)n(-c2ccccc2)n1C
→ -22, 0, -25, -3, 10, -4, 10, 7, -0.39
- CCOC(=O)c1c(C)n(Cc2ccc3c(c2)OCO3)c2ccc(O)cc12
→ -5, 1, -11, -3, -11, -19, 24, -7, 0.46
- CCC12CN3CCN(CC(C3)C1O)C2 (stereo not drawn)
→ -9, 2, -35, -6, -7, 21, 3, ., 0.5
- O=C(CCCOc1ccc(Cl)cc1Cl)N1CCC2(CC1)OCCO2
→ -5, 7, 85*, -16, 4, 16, 5, 5, -0.4
- Cc1ccc(C2(O)CC(C)N(C)CC2C)cc1 (stereo not drawn)
→ 0, 20, -5, -1, -11, 7, 2, 7, 0.61
- O=P(Nc1ccccc1)(Nc1ccccc1)Oc1ccc(Cl)cc1
→ -14, -1, -27, -12, 18, 14, -1, 4, .
- O=c1c2ccccc2nc(-c2ccccc2)n1-c1ccncc1
→ -18, -43, -8, -4, 5, 5, -4, 7, -0.21
- CCCC(=O)C1C(=O)NC(=O)NC1=O
→ -9, 2, -82, 0, -4, -2, -11, -1, -0.077
- Nc1c(C(=O)NC2CCCC2)c2nc3ccccc3nc2n1CC1CCCO1 (stereo not drawn)
→ -5, -21, -7, -9, -3, 4, ., -8, 0.73
- COc1ccc(Cl)cc1NC1=NCC(C)S1 (stereo not drawn)
→ -16, -4, 5, -18, -5, -3, -4, 6, 0.87
- O=c1[nH]c(=O)n(Cc2ccccc2)c(O)c1C=NCCN1CCNCC1
→ -12, -7, -4, -19, 9, 4, -18, -1, -1.1
- O=C(c1ccc2c(c1)ncn2C1CCCCC1)N1CCC2(CC1)OCCO2
→ 80*, -3, 16, -17, -27, 92*, -17, -2, 1.7
- Cc1ccc2nc(N3CCN(C)CC3)[nH]c2c1
→ -8, 1, -23, -1, 16, 28, 8, 6, 0.39
- O=c1c2ccccc2nc(-c2ccoc2)n1-c1ccccc1
→ -13, -13, 0, -8, 3, 7, 3, -6, -0.0094
- Oc1c(Cl)cc(Cl)cc1CN1CCN(Cc2ccccc2)CC1
→ -1, -2, -45, -12, ., 1, 16, 7, 0.08
- CCN1CCN(c2nc3c(c(=O)[nH]2)CCCC3)CC1
→ -6, -27, -1, -7, -27, 1, ., -5, -0.7
- O=C(CCCCCn1c(=S)[nH]c2ccccc2c1=O)N1CCC2(CC1)OCCO2
→ -18, -3, -16, -9, 6, 21, 2, 6, 0.057
- O=C(CN1CCCCC1)NCC(=O)Nc1ccc(Br)cc1C(=O)c1ccccc1
→ -9, 9, -28, -1, 0, 19, 6, 10, 1.1
- CC(=O)c1c(O)n(C2CCCCCC2)c(=O)[nH]c1=O
→ -38, 8, -3, -1, 3, -4, 8, -1, -0.0065
- COC(=O)CCCNC(=O)CN1CC(c2ccccc2)CC1=O (stereo not drawn)
→ 8, -4, -11, -3, 9, -8, -6, 6, -0.75
- O=C(C1CC(c2ccc(Cl)c(Cl)c2)=NO1)N1CCC2(CC1)OCCO2 (stereo not drawn)
→ ., -10, -9, -10, -14, 16, -10, 8, -0.44
- Cc1ccc(S(=O)(=O)CC(C)(O)C(=O)Nc2cccc(C(F)(F)F)c2)cc1 (stereo not drawn)
→ -36, -22, -32, -10, 36, 10, 2, -8, 0.39
- COC(=O)C(O)(c1c[nH]c2ccccc12)C(F)(F)F (stereo not drawn)
→ -5, 10, 12, -8, -7, 4, -6, 9, -0.4
- CCCCN1C(=O)NC(=O)C2(Cc3c(nc4c(C)cccn4c3=O)N3CCc4ccccc4C32)C1=O (stereo not drawn)
→ -8, 28, -26, 0, -2, 27, 5, -7, .
- CC(Cc1ccccc1Sc1ccc(O)cc1)N(C)C (stereo not drawn)
→ -13, -20, 5, -14, 0, -2, -12, 11, -1.2
- O=C(c1cc(-c2cccnc2)nc2ccccc12)N1CCC2(CC1)OCCO2
→ -21, 6, -1, -12, 13, 0, ., 0, -0.36
- N#Cc1ccc(N2CCNCC2)c(F)c1
→ -20, 4, -46, -6, -21, 9, ., -1, -0.43
- Cc1cc(OCc2ccc([N+](=O)[O-])cc2)c2c3c(c(=O)oc2c1)CCCC3
→ 11, 12, 45, -10, -40, -2, -4, -2, .
- CN1CCN(c2ncnc3ccc(Br)cc23)CC1
→ -24, -9, 36, 33, -18, 7, -3, 13, -0.055
- Cc1sc2c(c1C)C(c1cccs1)=NCC(=O)N2CC(=O)NCc1cccs1
→ -5, -1, -6, 0, -31, -6, 14, 3, 0.062

Quoted at random: 5 entries already listed.
Each structure is followed by: HUVEC tox TNFa, Plk1 PBD FP, HUVEC tox IL1B, PLK1 inh, F-actin modifier, VCAM1 TNFa inh, sEH inhibitor, E coli WT exp, hDAT+cocaine
- O=c1c2ccccc2nc(-c2ccoc2)n1-c1ccccc1
→ -13, -13, 0, -8, 3, 7, 3, -6, -0.0094
- Cc1cc(OCc2ccc([N+](=O)[O-])cc2)c2c3c(c(=O)oc2c1)CCCC3
→ 11, 12, 45, -10, -40, -2, -4, -2, .
- O=C(CCCOc1ccc(Cl)cc1Cl)N1CCC2(CC1)OCCO2
→ -5, 7, 85*, -16, 4, 16, 5, 5, -0.4
- CCC12CN3CCN(CC(C3)C1O)C2 (stereo not drawn)
→ -9, 2, -35, -6, -7, 21, 3, ., 0.5
- Cc1ccc(S(=O)(=O)CC(C)(O)C(=O)Nc2cccc(C(F)(F)F)c2)cc1 (stereo not drawn)
→ -36, -22, -32, -10, 36, 10, 2, -8, 0.39

New compounds follow:
Each structure is followed by: HUVEC tox TNFa, Plk1 PBD FP, HUVEC tox IL1B, PLK1 inh, F-actin modifier, VCAM1 TNFa inh, sEH inhibitor, E coli WT exp, hDAT+cocaine
- COC(=O)c1c(C)[nH]c(C(=O)C(Cc2ccccc2)N(C)C)c1C (stereo not drawn)
→ -27, -14, ., -10, -1, -2, -13, -4, -0.32
- COc1ccc(-n2c(O)c(C(C)=NCc3ccco3)c(=O)[nH]c2=O)cc1
→ -37, 19, -36, -14, 2, -14, 2, -1, -2.1
- CN(C)C1=C(C#N)C(c2ccccc2)=NP(N(C)C)(N(C)C)=N1
→ 7, -8, 9, 2, 2, 0, -5, -10, -0.017
- C[N+]12CCC(CC1)C(C(O)(c1ccccc1)c1cccs1)C2 (stereo not drawn)
→ -13, 8, -18, -1, -14, 23, 4, 2, -0.46
- c1ccc2[nH]c(CCNC3CCCCC3)nc2c1
→ 0, -13, -15, -4, -1, -13, 10, 6, -0.66
- O=c1[nH]c(=O)n(Cc2ccccc2)c(O)c1C=Nc1ccc(CN2CCOCC2)cc1
→ 2, -27, -3, -12, -20, 25, 1, 1, -0.44
- Cc1nc2cc(-c3ccc(Cl)cc3)nn2c(C)c1CCC(=O)N1CCC2(CC1)OCCO2
→ 0, -13, 0, -9, -14, 20, -6, ., .
- COc1cc(CC2C(=O)N(C)C(=O)N(C)C2=O)ccc1OCc1ccccc1
→ -15, -5, -169, -2, -4, 10, 8, 6, 0.14
- CN1C(=O)C(Cc2nc3ccccc3c(=O)n2-c2ccccc2)c2ccccc21 (stereo not drawn)
→ -17, -5, -25, -13, 2, 14, 20, 4, -0.9
- O=C(CN1CCOCC1)c1ccc2cc[nH]c2c1
→ -19, 0, 13, -7, -4, 5, -16, 8, -0.71
- O=C(c1c[nH]cc1-c1ccccc1)c1cccc2ccccc12
→ 4, -7, -21, -9, -6, 4, -8, ., -0.049
- CC(=O)c1ccc(OC(NC(=O)Cc2ccccc2)C(Cl)(Cl)Cl)cc1 (stereo not drawn)
→ -6, 19, -9, -9, 3, -10, 6, 0, 1.7
- Nc1c(C(=O)NCc2ccco2)c2nc3ccccc3nc2n1CCN1CCCCC1
→ -3, -2, -6, 0, 5, 20, 11, 10, 1.9
- c1ccc2c(CN3CCN(C4CCCCC4)CC3)c[nH]c2c1
→ 9, -23, -13, -4, -10, -9, -4, 4, -1
- Cc1ccc(N2C(=O)CC(=O)NC2=O)cc1
→ -13, -13, 19, -2, -14, -6, 8, -8, -1.2
- CCOC(=O)C1=C(N)Oc2c(c(=O)oc3ccccc23)C12C(=O)N(C)c1ccccc12 (stereo not drawn)
→ -19, 15, -6, -5, 49, 5, 3, -1, 0.33
- CC(C)(C)P(=O)(c1ccncc1)N1CCCC1 (stereo not drawn)
→ 22, -4, -8, -10, 5, 2, -2, 2, 6.2*
- COc1cc(C(=O)Nc2ccc(Br)cc2C(=O)c2ccccc2)cc(OC)c1OC
→ 8, -9, 4, -6, 7, 11, 9, 1, 0.062
- CNP(=S)(NC)OCCOc1ccc(OC)cc1
→ 9, -11, -4, -17, 34, -14, -7, 1, -0.88
- CN1CCC(O)(c2ccccc2)C2CCCC21 (stereo not drawn)
→ -12, -14, -43, 0, 31, 3, 3, 6, -1.1
- CC(=NCc1ccc2c(c1)OCO2)c1c(O)n(C)c(=O)n(C)c1=O
→ -17, 19, -2, -15, 7, 2, -1, 1, -0.77
- CCC(CC)C1C(C#N)=C(N)Oc2c1c(=O)oc1ccccc21 (stereo not drawn)
→ -20, 0, -14, -8, -6, -1, 9, ., -0.47
- CC(C(N)=O)N1CC(c2ccccc2)CC1=O (stereo not drawn)
→ -13, -11, -47, -6, -25, 20, 3, -3, -0.54
- CN(C)C=C1C(=O)N(C2CCCCC2)C(=O)N(C2CCCCC2)C1=O
→ -11, 14, -256, -3, 0, 3, 40, 2, -0.16
- O=c1cccc2n1CC1CC2CN(S(=O)(=O)c2ccccc2)C1 (stereo not drawn)
→ 6, 4, -4, -8, 10, -1, -7, 4, 0.025
- CC1CCCC(NC(=O)COC(=O)Cc2ccccc2)C1C (stereo not drawn)
→ -36, -1, 10, -10, 11, -1, 24, 2, -0.95

A portion of the library; the hit share may differ from the screen's.
